# Screens: PubChem BioAssay, Columbia University Molecular Screening Center
# Htt clearance: compounds clearing mutant huntingtin protein; HeLa Exon1htt(103Q)mCFP, aggregate imaging; zero = plate's median compound well; inhibition, % at 1.5 µM; 0.42% of 47,000 active; AID 853;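 active = inhibition of aggregate fluorescence above about 70%, also judged a hit by eye on the cell image, limit read from the data, passing the limit was not always enough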;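 note: cells exposed to compound for three days before fixation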
# Htt clearance grain fraction: second read-out of Htt clearance, no call of its own (marks repeat the call); fraction fluorescence in grains; measured here: aggregate grain fluorescence fraction; active compounds read low;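 scaled fraction of total cell fluorescence in grains with unit not stated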
# Active calls of the source: *. Only part of the results is shown. The share of hits here may be higher or lower than overall.
mol,Htt clearance,Htt clearance grain fraction
O=C(Nc1nnc(CC2=CCCCC2)s1)c1cccs1,-14,20
O=C(O)CCCC(=O)NCCc1cccc(Cl)c1,2,18
CCn1nccc1C(=O)Nc1ccc(S(=O)(=O)NC23CC4CC(CC(C4)C2)C3)cc1,-59,30
COc1ccc(NC(=O)N(C2CCCCC2)C(C)c2cccnc2)c(OC)c1 (centres undefined),-14,24
Cc1cccc2[nH]c3c(=O)n(CCN4CCNCC4)cnc3c12,-13,25
Cn1c(=O)c2c(ncn2CC(=O)Nc2ccccc2Sc2ccccc2)n(C)c1=O,-9,23
CCOc1cc(C(=O)NC(C)COC)cc(OCC)c1OCC (centres undefined),23,14
COc1cccc(NC(=O)CC2(CC(=O)O)CCCC2)c1,-48,31

# Remaining list, next part
mol,Htt clearance,Htt clearance grain fraction
O=C(NCc1ccco1)C(c1cccs1)N(C(=O)C1COc2ccccc2O1)c1cccc(O)c1 (centres undefined),13,33
C[C@H](NC(=O)OC(C)(C)C)c1nnc(SCC(N)=O)o1,47,18
CC1CCN(C(=O)C2c3ccccc3C(=O)N3CCc4ccccc4C23)CC1 (centres undefined),25,14
Cn1cnnc1SCc1ccc(C#N)cc1Cl,-47,56
CCOC(=O)c1ccc(N2C(=O)c3n[nH]c(C)c3C2c2ccccn2)cc1 (centres undefined),5,34
Cc1occc1-c1nc(-c2ccncc2)no1,-7,17
Cc1cccc(-c2noc(CCC(=O)NCc3ccccc3)n2)c1,-5,39
Nc1nc2c3ccccc3nc(Cc3ccccc3)n2n1,-46,26

# Further structures follow:
mol,Htt clearance,Htt clearance grain fraction
O=C(Nc1ccccc1)N(CCN1CCOCC1)Cc1cccc(Cl)c1,24,31
CN1C(=S)SC(N(O)C=C2C=CC(=O)C=C2)C1(C)C (centres undefined),12,18
Cc1c(NS(=O)(=O)c2cccc(C(=O)NCc3ccc(Cl)cc3)c2)c(=O)n(-c2ccccc2)n1C,-39,55
CCN(CC)S(=O)(=O)c1ccc(NC2CCCc3ccccc32)nc1 (centres undefined),6,17
Cc1ccc(-n2c(C)c([N+](=O)[O-])c3ccc(O)c(CN(C)C)c32)cc1,56,8.1
O=C(CCCCCn1c(=S)[nH]c2cc3c(cc2c1=O)OCO3)N1CCN(Cc2ccccc2)CC1,-25,21
O=C(CNC1CCCCCC1)Nc1ccc(S(=O)(=O)NC2CC2)cc1,32,13
O=C(COC(=O)c1n[nH]c2ccccc12)NC(=O)NC1CCCC1,17,17

# (continued)
mol,Htt clearance,Htt clearance grain fraction
CN1CCN(S(=O)(=O)c2ccc(NC(=O)Cc3cccs3)cc2)CC1,-40,28
O=S1(=O)C=C(SCc2cccc(Cl)c2)Nc2ccccc21,-35,52
Cc1cccc(OCCn2c(=S)[nH]c3ccccc32)c1,-16,22
COC(=O)CN(c1ccc(OC)cc1)S(=O)(=O)c1c(C)noc1C,32,14
CC1CCN(c2ccccc2NC(=S)NC(=O)c2ccc(-c3cccc([N+](=O)[O-])c3)o2)CC1,28,30
CCn1c(COc2cccc3cccnc23)nnc1SCC(=O)O,-160,93
COc1ccc(-c2cc(C(=O)N3CCOCC3)no2)cc1OC,13,16
CCOC(=O)NC(=O)CSc1nnnn1-c1ccc(C)cc1,56,18

# New compounds follow.
mol,Htt clearance,Htt clearance grain fraction
CCOC(=O)N1CCN(C(=O)Cc2ccc(-n3c(=O)[nH]c4ccccc4c3=O)cc2)CC1,-34,41
COc1ccc2nc(SCc3nc(N)nc(Nc4ccccc4)n3)[nH]c2c1,45,9.9
COC(=O)c1ccccc1NC(=S)NC(=O)c1cccc2ccccc12,-68,37
Cc1ccc(C2N(C)c3ccccc3-c3nc4ccccc4n32)o1 (centres undefined),24,29
COc1ccc(CC(=O)Nc2ccc(-c3noc(-c4cccc(OC)c4)n3)cc2)cc1,-85,63
CCCc1cc(NCCCN2CCOCC2)n2c(nc3ccccc32)c1C#N,-23,24
N=c1c2c(n(Cc3cccc(Cl)c3)c3c1CCC3)CCCC2,61,8.3
CCOC(=O)CSc1nc(N)c(C#N)c(-c2ccc(OCC)cc2)c1C#N,-4,38

# More compounds follow:
mol,Htt clearance,Htt clearance grain fraction
CSc1cccc(NC(=O)c2c(Cl)cnn2C)c1,-2,19
CCOC(=O)CC(=O)Nc1ccc(C(=O)OCC)cc1,-31,25
COc1ccc(CCN(C)C(=O)CN2C(=O)c3ccccc3S2(=O)=O)cc1OC,12,19
c1ccc2c(c1)ncn2CCC1CCCCC1,34,13
CCN(CC)c1c2c(c(C#N)c3nc4ccccc4n13)CCC2,1,17
COc1ccc2c(c1)c1nc(SCC(C)C)n(CCO)c(=O)c1n2C,-8,54
Cc1ccc(C)c(C2=CSC3=NS(=O)(=O)CCN23)c1,-28,54
COc1ccc(Cl)cc1C(=O)N1CCN(c2ccccn2)CC1,1,39

# The list continues.
mol,Htt clearance,Htt clearance grain fraction
Cc1cc(OCCOc2cccc3cccnc23)cc(C)c1Cl,14,24
CCCC(=O)Nc1nc(C)c(-c2csc(Nc3ccccc3OC)n2)s1,8,36
CC1N/C(=C\C(=O)c2ccccc2)N(O)C1(C)C (centres undefined),48,16
c1ccc(CC2CCN(c3nnnn3-c3ccccc3)CC2)cc1,0,38
Cc1ccc(NC(=O)COS(=O)c2ccc(C)cc2)cc1 (centres undefined),-54,29
CCOc1ccc(NC(=O)COc2nsnc2N2CCCCC2)cc1,-22,41
CCOC(=O)N1CCN(C(=O)c2ccc(CNS(=O)(=O)c3ccc(OC)cc3)cc2)CC1,15,30
N#Cc1nc(-c2cccc3ccccc23)oc1NCCN1CCOCC1,-11,22

# Later entries
mol,Htt clearance,Htt clearance grain fraction
COc1cc(C)c(C#N)c(OC)n1,2,36
Cc1cccc(NC(=O)c2cc(NC(=O)C3CC=CCC3C(=O)O)ccc2N2CCOCC2)c1 (centres undefined),1,19
O=C(OCc1nnc(-c2ccccc2)o1)c1ccc2ccccc2n1,-53,30
Cc1cc(Br)ccc1OCc1nc(-c2cccnc2)no1,29,14
CCCCC(=O)NCCNC(=O)c1cc(OCC(F)(F)F)ccc1OCC(F)(F)F,-30,49
COc1cc2cc(CN(CCN3CCCC3)C(=O)Nc3ccccc3Cl)c(=O)[nH]c2cc1OC,6,36
CC(C)(C)CC(C)(C)NCC(O)COc1ccc2c(c1)CCC2 (centres undefined),-5,40
CCCCN(C)C(=O)CCCCn1c(=O)[nH]c2cc(OCC)c(OCC)cc2c1=O,23,26

# Further records follow:
mol,Htt clearance,Htt clearance grain fraction
O=C(CSc1ncn(-c2ccccc2)n1)N1CCc2ccccc21,37,11
O=C(Oc1cccc2cccnc12)c1cccs1,-44,55
CC(=O)c1c(C)[nH]c(C(=O)NCCN2CCC(C)CC2)c1C,43,19
CCCS(=O)(=O)c1c(S(=O)(=O)CCC)c2cc(CC)ccn2c1C(=O)OC,37,21
O=C(O)c1cc(NCc2ccc(F)cc2)ccc1N1CCOCC1,31,29
CCC(CC)C(=O)Nc1c2cnn(-c3ccccc3)c2nc(=O)n1-c1ccccc1,37,22
COc1ccccc1CNc1nc2nc3c(c(=O)n2[nH]1)CCC3,-6,36
O=C(CN(CC1CCCO1)C(=O)CCC(=O)Nc1nccs1)NCc1ccccc1 (centres undefined),1,18

# Additional entries:
mol,Htt clearance,Htt clearance grain fraction
O=C(Nc1cccc(C(F)(F)F)c1)C1CCCN(S(=O)(=O)c2cnc[nH]2)C1 (centres undefined),46,20
COc1ccccc1-c1cc(C(F)(F)F)nc(S(=O)(=O)CCCC(=O)N2CCCCC2C)n1 (centres undefined),-75,69
COC(=O)c1c(-c2ccc(F)cc2)csc1NC(=O)c1ccco1,3,37
CCCc1cc(C(=O)Nc2cc(OC)c(Cl)cc2OC)no1,9,32
O=C(CSc1nc2ccsc2c(=O)n1Cc1ccccc1)NCc1ccco1,-1,32
O=C(CC1Sc2ccccc2NC1=O)OC(C(=O)NCCc1ccccc1)c1cccnc1 (centres undefined),-95,70
Clc1ccc(CSc2nnc([C@@H]3CCCN3)o2)cc1,-50,52
CCC(=O)n1nc(NCc2ccccc2OC)nc1NCc1ccccc1OC,-12,19

# Remaining list, next part.
mol,Htt clearance,Htt clearance grain fraction
O=C(Nc1nnc(CCN2CCOCC2)s1)C1CCCCC1,50,17
Cc1cc(Nc2ccccc2)nn1C(=O)c1ccc([N+](=O)[O-])cc1,16,16
CCN(CC)C(=O)C1CCN(S(=O)(=O)c2cccc3nonc23)CC1,-22,26
CN1C(=O)N(CN2CCCCC2)C2C1N(C)C(=O)N2CN1CCCCC1 (centres undefined),-18,23
COC(=O)c1c(NC(=O)C2CC2)sc2c1CCCC2,-24,60
O=C(c1ccccc1NS(=O)(=O)c1ccc(Br)s1)N1CCCC1,-7,20
CC(C)Oc1ccc(C(=O)Nc2ccccc2N2CCCC2)cc1,-40,33
CCc1ccc(C(=O)/C=C/c2ccc([N+](=O)[O-])o2)cc1,-3,23

# (list continues)
mol,Htt clearance,Htt clearance grain fraction
CCOc1ccc(N(CC(=O)NC2CCCCCC2)S(=O)(=O)c2c(C)noc2C)cc1,-5,51
Cc1ccc(N(C(=O)c2csnn2)C(C(=O)NC(C)(C)C)c2ccncc2)cc1 (centres undefined),-40,43
Cc1nnc(SCC(=O)N2CCC(C(N)=O)CC2)s1,65,6.9
N#CC(=C1CCCC1)c1nc(-c2ccccc2O)cs1,-23,39
CC1CCCC(NC(=O)CSc2nccn2C)C1C (centres undefined),-7,47
CC1CN(c2nc3ccccc3nc2C(C#N)C(=O)NCc2ccc3c(c2)OCO3)CC(C)O1 (centres undefined),64,6.9
CCOC(=O)Cn1c(C)c(Br)c(=O)c2cccc(C)c21,-4,35
CCOc1ccccc1N(CC(=O)NC1CCCC1)C(=O)CCC(=O)Nc1cc(C)on1,30,14

# (cont.)
mol,Htt clearance,Htt clearance grain fraction
Cc1nn2c(-n3ccnc3)c3c(nc2c1-c1ccccc1)CCC3,19,26
CC(=O)c1cccc(OCC(=O)c2cc(C)n(-c3cc(C)on3)c2C)c1,-23,26
COc1ccc(C2=NO[C@@H]3C(=O)N(c4c(C)cccc4C)C(=O)[C@H]23)cc1OC,-3,35
COc1ccc(-n2c(SCC(=O)Nc3sc4c(c3C#N)CCCC4)nnc2-c2ccccc2OC)cc1,38,11
COc1ccc(-c2nnnn2C)cc1S(=O)(=O)NCc1ccccc1,-2,20
CS(=O)(=O)c1ccc2nc(NC(=O)CCC(=O)c3cccs3)sc2c1,43,25
COc1ccccc1CNC(=O)C1CCCN(S(=O)(=O)c2cccc3cccnc23)C1 (centres undefined),12,29
Cc1ccc(CN2CCC(c3nc4ccc(Cl)cc4[nH]3)CC2)cc1,-3,30

# Record cards, from the list above. Order of screens: Htt clearance, Htt clearance grain fraction
# CS(=O)(=O)c1ccc2nc(NC(=O)CCC(=O)c3cccs3)sc2c1 is listed as 43, 25
# COc1ccc(-n2c(SCC(=O)Nc3sc4c(c3C#N)CCCC4)nnc2-c2ccccc2OC)cc1 is listed as 38, 11
# Cc1nn2c(-n3ccnc3)c3c(nc2c1-c1ccccc1)CCC3 is listed as 19, 26
# COc1ccc(C2=NO[C@@H]3C(=O)N(c4c(C)cccc4C)C(=O)[C@H]23)cc1OC is listed as -3, 35

# Further records:
mol,Htt clearance,Htt clearance grain fraction
CCn1c(C)c(C(C)=O)c(N2CCN(c3cccc(Cl)c3)CC2)nc1=S,47,15
Fc1ccc(-c2nnn(Cc3nc4ccccc4s3)n2)cc1,-43,31
CCOC(=O)C1CCCN(C(=O)C2c3ccccc3Oc3ccccc32)C1 (centres undefined),10,33
COc1ccc(C(=O)ON=C2CCN(c3ccc([N+](=O)[O-])cc3)CC2)cc1,-68,35
Cc1ccc(-c2n[nH]c(=O)c3ccccc23)cc1S(=O)(=O)NCCO,5,31
O=C(Nc1nc(-c2cccs2)cs1)c1cccc(S(=O)(=O)N2CCCCC2)c1,-26,22
CCN(CC)c1nc(N2CCOCC2)c(C#N)c2c1CN(C)CC2,-15,45
CCOc1ccc(-c2[nH]ncc2Oc2ccccc2OC)c(O)c1,-3,45

# Pulled one by one from above (5):
mol,Htt clearance,Htt clearance grain fraction
CCOC(=O)C1CCCN(C(=O)C2c3ccccc3Oc3ccccc32)C1 (centres undefined),10,33
CCOc1ccc(-c2[nH]ncc2Oc2ccccc2OC)c(O)c1,-3,45
CCN(CC)c1nc(N2CCOCC2)c(C#N)c2c1CN(C)CC2,-15,45
Fc1ccc(-c2nnn(Cc3nc4ccccc4s3)n2)cc1,-43,31
Cc1ccc(-c2n[nH]c(=O)c3ccccc23)cc1S(=O)(=O)NCCO,5,31

# Going on with the list:
mol,Htt clearance,Htt clearance grain fraction
O=C(c1ccco1)N1CCN(c2nc3ccccc3c(=O)n2-c2ccccc2)CC1,-29,47
Cc1nc2sccn2c1-c1nc(-c2cc3ccccc3o2)cs1,-36,28
CC(=O)N1CCN(C(=O)Nc2cccc(C(F)(F)F)c2)CC1,-37,30
O=C(c1ccc(Br)o1)N(c1ccc(Br)cc1)C1C=CS(=O)(=O)C1 (centres undefined),-25,23
COC(=O)CSC1=C(C#N)C(c2sccc2C)CC(=O)N1 (centres undefined),2,17
O=C(OCC(=O)N1CCc2ccccc21)c1cccnc1,41,17
O=C(Nc1cnc2ccccc2c1)C1COc2ccccc2O1 (centres undefined),16,17
C=CCn1c(SCC(=O)Nc2cc(C)ccc2OC)nnc1-c1ccco1,7,37

# Continuation.
mol,Htt clearance,Htt clearance grain fraction
CCOc1ccc(-n2ccnc2SCC(=O)NCc2ccc3c(c2)OCO3)cc1,-3,37
Nc1nc2c(s1)CC(c1ccccc1)CC2 (centres undefined),-5,22
CCn1c(CCC(=O)Nc2nc3c(s2)CCCC3)nc2cc(S(=O)(=O)N(C)C)ccc21,-62,30
COc1ccc(/C(O)=C2\C(=O)C(=O)N(Cc3ccco3)C2c2ccc(OC)cc2OC)cc1 (centres undefined),-18,36
c1csc(CNCCN2CCOCC2)c1,-6,25
O=C(CN1CCCCC1)Nc1cccc(Cl)c1Cl,52,9.7
O=C(CN1CCN(c2ccccc2)CC1)Nc1ccc(-n2cnnn2)cc1,-71,33
C=CCSc1nc2c(c(=O)[nH]1)C(C(C)C)C(C#N)=C(N)O2 (centres undefined),8,38
COc1ccc(-c2ccc(-c3noc(C(C)C)n3)c(OC)n2)cc1,62,7.3
